Screening results as filed in PubChem.
TAG inh – reduces triacylglycerol accumulation in H9c2 cells; Nile Red lipid (TAG) fluorescence; cells loaded with 200 µM oleic acid; AID 651582; inhibition, % at 12.5 µM; 0.66% of 230,000 active;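 active = pattern-corrected inhibition of lipid staining of at least 50% with the nuclear-stain viability signal not falling by more than 50%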;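 note: 0% = DMSO wells and 100% = triacsin C control wells; some results filed as inactive read as strong as hits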
TAG inh DAPI viability – recorded beside TAG inh, whose call it bears; DAPI nuclei signal change (viability), lower = more cytotoxic, %;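 whole-well DAPI fluorescence read on a plate reader as a viability signal; minus 50 percent equals half of cells still viable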
An asterisk follows results filed as active.

SMILES | TAG inh | TAG inh DAPI viability
CC(=O)c1c(C)[nH]c(C(=O)CN2C(=O)NC3(CCCCC3)C2=O)c1C | -11 | 0
COc1cccc(CC(=O)Nc2cc(S(=O)(=O)N3CCOCC3)ccc2N2CCOCC2)c1 | -5 | 7
CCc1ccc(C(=O)NC(CCSC)C(=O)O)cc1 (stereo unspecified) | 4 | -2
COc1ccc(-c2ocnc2C(=O)N2CCN(Cc3cccnc3)CC2)cc1 | 7 | 9
CCN(CC)c1ccc(/C=N/NC(=O)c2ccco2)c(O)c1 | 36 | -29
C=CCn1c(C)nnc1SCC(=O)N1CCN(S(=O)(=O)c2ccccc2)CC1 | -1 | -3
Cc1cc(C(F)(F)F)nc(NNc2nc(C)cc(C(F)(F)F)n2)n1 | 12 | -11
CC(=O)Nc1ccc(SCC(=O)c2cc(C)n(CC(F)(F)F)c2C)cc1 | -5 | -6
CC1(C(=O)Nc2cccc(OC(F)(F)F)c2)Cc2c(-c3cccc(C(F)(F)F)c3)ccnc2O1 (stereo unspecified) | -2 | -11
O=C(Nc1ccc(Cl)c(Cl)c1)c1ccncc1 | 21 | -19
O=C1CC2(CCN(C(=O)c3cccc(Cl)c3)CC2)Oc2ccccc21 | -13 | -3
O=c1c2c([nH]c3ccccc13)CCCC2 | 11 | -9
O=C(CC1(O)C(=O)N(Cc2ccccc2)c2ccccc21)c1ccncc1 (stereo unspecified) | 29 | -8
CCC(C)C(CO)NCCCn1cnc2c(OCc3ccccc3)ncnc21 (stereo unspecified) | -1 | 8
C=CC(=O)Nc1ccc(CN2C(=O)N(c3c(Cl)c(OC)cc(OC)c3Cl)Cc3cnc(NCCCCN(CC)CC)nc32)cc1 | 66* | -47*
COc1cnc(-c2ccccn2)nc1N(C)C | -24 | -10
O=C(NCc1ccncc1)C1CCN(S(=O)(=O)c2ccccc2)CC1 | -16 | 7
COc1cccc(CN(C)C(=O)c2ccc3nccnc3c2)c1 | -14 | 6
COc1ccc(S(=O)(=O)Nc2cc(Sc3ncn[nH]3)c(O)cc2C)cc1 | 3 | 4
COc1ccc(Cl)cc1Nc1nc(-c2sc(NC(=O)c3ccco3)nc2C)cs1 | 20 | 6
c1ccc(-n2nnc(-c3cccnc3)n2)cc1 | 21 | -7
CC(=O)c1cccc(NC(=O)N2CCC(NC(=O)C34CC5CC(CC(C5)C3)C4)CC2)c1 | 0 | 1
CC(O)CNc1nc2ccccc2n1CC(=O)NCCc1ccc(Cl)cc1 (stereo unspecified) | 2 | 1
CC(C)n1cc(/C=C/c2cc[n+](C)cc2)c2ccccc21 | -44 | -10
O=C(NNC(=O)c1cc(-c2ccco2)nc2ccccc12)c1ccccc1 | 19 | 8
Carrying on:
SMILES | TAG inh | TAG inh DAPI viability
O=C(/C=C/c1ccc(F)cc1)N1CCN(S(=O)(=O)/C=C/c2ccccc2)CC1 | -13 | 1
Cc1cccc(C(=O)NCC2CCCO2)c1 (stereo unspecified) | 1 | -6
Cc1ccc(OCC(=O)N2c3ccccc3NC(=O)C2(C)C)c([N+](=O)[O-])n1 | -2 | 3
O=C(Nc1nnc(-c2ccc3c(c2)CCCC3)o1)c1ccccc1Cl | -16 | -4
CCc1nc2ccccc2n1CC1CC1(Cl)Cl (stereo unspecified) | -3 | -1
COC(=O)C1CCCCN1C(=O)CCc1nnc(CCc2c[nH]c3ccccc23)o1 (stereo unspecified) | 3 | 9
CN(C)c1cccc(C(=O)NNC(=O)CN2C(=O)C3CC=CCC3C2=O)c1 (stereo unspecified) | 5 | -12
ClC(CCN1CCN(Cc2ccccc2)CC1)c1ccccc1 (stereo unspecified) | -2 | 9
C=CCn1c(CNC(=O)c2ccccc2F)nnc1SCC(=O)NC(C)c1ccccc1 (stereo unspecified) | -5 | 0
Cc1ccc(C)c(NC(=S)NCCCN2CCOCC2)c1 | 11 | -4
O=C(OCc1nnc(-c2cccs2)o1)C1=NN(c2ccccc2)C(=O)CC1 | 16 | 1
Cc1ccc(S(=O)(=O)N(C)CC(=O)O/N=C(\N)c2ccccn2)cc1 | -6 | -3
CC(Cc1ccccc1)C(=O)N(C)Cc1cccnc1 (stereo unspecified) | 7 | -9
Cc1ccc(NC(=O)CNc2cccc(S(=O)(=O)N3CCOCC3)c2)cc1F | 5 | -7
COc1ccc(Cl)cc1NC(=O)CN1CCc2ccccc21 | -2 | 0
O=C(c1nnsc1S(=O)c1ccc(Cl)cc1)N1CCOCC1 (stereo unspecified) | 85 | -83
Cc1cc(C)nc(SCC(=O)NN=Cc2ccc(C)o2)n1 | -10 | 5
Cc1nn2c(-c3ccc(Cl)cc3Cl)nnc2s1 | -7 | 9
CN1CCN(S(=O)(=O)c2ccc(C#N)cc2)C(c2ccccc2)C1 (stereo unspecified) | 11 | -8
COc1ccc(/C=C2\CN(Cc3ccccc3)C/C(=C\c3ccc(OC)cc3OC)C2=O)c(OC)c1 | 8 | 4
O=C(Cn1cc(/C=N/NC(=O)c2cccc3ccccc23)c2ccccc21)Nc1ccc(F)cc1 | 9 | 3
COc1cccc(CC2(CO)CCN(Cc3ccc(NC(C)=O)cc3)CC2)c1 | 13 | -5
C=CCN1C(=O)C2C(C(=O)NCc3ccccc3)C3C=CC2(O3)C1C(=O)NC(C)(C)C (stereo unspecified) | -30 | 11
C=CC[C@@H](CC(=O)NCCO)C(=O)NC[C@H](OC(=O)[C@@H](CC=C)Cc1ccc(F)cc1)c1ccccc1 | -12 | 4
CCn1cc(S(=O)(=O)CC(=O)Nc2ccc(OC)cc2)c2ccccc21 | 7 | -14
Continued.
SMILES | TAG inh | TAG inh DAPI viability
CC1(C(=O)NS(=O)(=O)c2ccc(C#N)cc2)CCN1C(=O)Cc1ccccc1Cl (stereo unspecified) | -15 | 1
COc1cccc(/C=N/NC(=S)NC2CC3CC2C2C=CCC32)c1O (stereo unspecified) | 11 | -1
O=C(CN1CCCC1)Nc1ccc(Cl)cc1C(F)(F)F | -5 | -10
CCOC(=O)c1nnsc1NC(=O)Nc1ccc(OC)cc1 | 3 | -4
COC(=O)c1ccccc1NC(=O)c1ccc(COc2ccccc2)o1 | -135 | 7
Cc1cccc(NC(=O)CSc2nc(C)nc3c2c(=O)n(C)c(=O)n3C)c1 | 20 | -9
Nc1nnc(CCCCCc2nnc(N)s2)s1 | 11 | 11
CCCN(CC1CC1)c1nc(N)c(C#N)c(CC#N)c1C#N | -1 | 7
COc1ccc(OC)c(-c2csc(N(C)C(=O)c3ccco3)n2)c1 | -1 | 1
COc1ccc(NC(=O)C2CCCN(C(=O)c3ccc(Cl)cc3)C2)cc1Cl (stereo unspecified) | 14 | -3
C/C(=N\OCC(=O)OCC(=O)Nc1cc(S(C)(=O)=O)ccc1Cl)c1ccc2c(c1)OCO2 | 1 | -4
CN(C)C1=NCCN1CC1CCCCC1 | 2 | 1
CCCCCN1C=CC=C/C1=C\C=C(C#N)C#N | -9 | 1
O=S(=O)(Nc1ccc(C(F)(F)F)cn1)c1ccccc1 | 2 | -1
O=C(Nc1cccc(NC(=O)C2CC3CCCC(C2)C3=O)n1)C1CC2CCCC(C1)C2=O (stereo unspecified) | -13 | 4
CC(C)CN(C(=O)COC(=O)c1cc2ccccc2cc1O)c1c(N)n(Cc2ccccc2)c(=O)[nH]c1=O | 17 | -7
O=C(c1cccs1)c1no[n+]([O-])c1C(=O)c1cccs1 | 87 | -65
CCc1nc2ccc(C(=O)NCc3ccccc3)cc2nc1CC | 7 | 3
COC(=O)c1ccc(CN(Cc2ccc(C(=O)OC)o2)C(C)(C)C)o1 | -10 | 10
O=c1[nH]nc(Cc2ccc(-c3ccccc3Cl)o2)c2ccccc12 | 10 | -7
CC1CC(C)CN(C(=O)COC(=O)c2c[nH]c3ccccc23)C1 (stereo unspecified) | 9 | -5
O=C(OC1CCc2ccccc2C1=O)c1ccccc1O (stereo unspecified) | -55 | 0
COc1ccc(NC(=O)C2CCN(S(=O)(=O)c3cccnc3)CC2)cc1Cl | -2 | 7
CN(NC(=O)Nc1ccccc1)c1cnn(C)c(=O)c1Cl | -3 | -3
O=C(NC1CC2CCC(C1)N2Cc1ccccc1)c1ccccc1Cl (stereo unspecified) | 6 | -4
Remaining list, next part
SMILES | TAG inh | TAG inh DAPI viability
COc1ccc(-n2c(-c3ccc(Cl)cc3)c[n+]3c2CCc2ccccc2-3)cc1 | -24 | 13
Cc1ccc(-n2c(C)nnc2SCC(=O)N(C)C2CCS(=O)(=O)C2)cc1 (stereo unspecified) | -5 | -2
CCOc1ccc(CCNC(=O)COC(=O)CCS(=O)(=O)c2ccc(C)cc2)cc1OCC | -3 | 4
Cc1cc(Cl)c(OCCOCCN2CCNCC2)c(Cl)c1 | -3 | 1
COC(=O)c1noc(C)c1-c1ccnn1C(=O)c1ccc(C)cc1 | 4 | -5
CCn1c(SCC(=O)N2CCCC2)nc2c(c1=O)SC(C)C2 (stereo unspecified) | -1 | -9
Nc1ccc(C(=O)N2CCN(S(=O)(=O)c3ccc(Cl)s3)CC2)cc1[N+](=O)[O-] | 5 | -6
O=C(/C=C/c1ccc(Cl)c([N+](=O)[O-])c1)Nc1ccc(N2CCCC2)c(Cl)c1 | 14 | 8
O=C(N/N=C/c1cccc(Cl)c1)C1CCCC1 | 8 | 3
CC(OC(=O)c1ccc(S(=O)(=O)N2CCCCC2)cc1)C(=O)Nc1ccc(C(N)=O)cc1 (stereo unspecified) | 12 | 2
CN(Cc1nc(C(c2ccccc2)c2ccccc2)no1)CC1COCCO1 (stereo unspecified) | 7 | -17
CC(C)=CCC/C(C)=C/CNC(=O)CC1C[C@H](C(=O)N2CCCCC2)[C@@]2(C)c3[nH]c4ccccc4c3CCN2C1=O (stereo partly specified) | 25 | -6
O=C(NCCCSc1ccccc1)c1ccc(=O)[nH]c1 | -3 | 4
Cc1ccc(-c2cc(C(F)(F)F)c(C#N)c(SCC(=O)O)n2)cc1 | 11 | -8
CN(CC1COc2ccccc2O1)C(=O)CSc1ncccn1 (stereo unspecified) | -5 | 3
CC1(C)C2CCC(C2)C1(C)NC(=O)CNC1CCCCC1 (stereo unspecified) | -2 | 2
CN(Cc1ccc(Cl)cc1Cl)C(=O)c1cccc(S(=O)(=O)NCc2ccccc2)c1 | -2 | -10
COc1cc(C2C(C(=O)Nc3ccc(F)cc3)=C(C)Nc3nc(CCCO)nn32)cc(OC)c1OC (stereo unspecified) | -16 | 11
O=C(CSc1ccc2nnc(CCNC(=O)c3ccccc3)n2n1)Nc1ccccc1F | 7 | -6
COc1ccc(C2Nc3ccccc3NC3=C2C(=O)CC(C)(C)C3)cc1OC (stereo unspecified) | 13 | -1
COc1ccc([N+](=O)[O-])cc1NC(=O)c1ccco1 | -8 | 17
CCC(C)NCCOCCOc1ccc(Cl)c2ccccc12 (stereo unspecified) | 53* | -8.6*
c1coc(-c2ccnc(-n3cccc3)n2)c1 | 3 | 9
CC(C)N1CCN(C(=O)c2ccc(NC(=O)c3ccc(Br)o3)cc2)CC1 | -8 | -2
[O-][n+]1onc2c1CCc1nnc(-c3ccccc3)cc1-2 | 10 | -9

A second format for part of the listing above.
Results follow in this order: TAG inh | TAG inh DAPI viability
> CN(Cc1nc(C(c2ccccc2)c2ccccc2)no1)CC1COCCO1 (stereo unspecified)
 : 7 | -17
> CC(C)=CCC/C(C)=C/CNC(=O)CC1C[C@H](C(=O)N2CCCCC2)[C@@]2(C)c3[nH]c4ccccc4c3CCN2C1=O (stereo partly specified)
 : 25 | -6
> O=C(NCCCSc1ccccc1)c1ccc(=O)[nH]c1
 : -3 | 4
> Cc1ccc(-c2cc(C(F)(F)F)c(C#N)c(SCC(=O)O)n2)cc1
 : 11 | -8
> CN(CC1COc2ccccc2O1)C(=O)CSc1ncccn1 (stereo unspecified)
 : -5 | 3
> CC1(C)C2CCC(C2)C1(C)NC(=O)CNC1CCCCC1 (stereo unspecified)
 : -2 | 2
> CN(Cc1ccc(Cl)cc1Cl)C(=O)c1cccc(S(=O)(=O)NCc2ccccc2)c1
 : -2 | -10
> COc1cc(C2C(C(=O)Nc3ccc(F)cc3)=C(C)Nc3nc(CCCO)nn32)cc(OC)c1OC (stereo unspecified)
 : -16 | 11
> O=C(CSc1ccc2nnc(CCNC(=O)c3ccccc3)n2n1)Nc1ccccc1F
 : 7 | -6
> COc1ccc(C2Nc3ccccc3NC3=C2C(=O)CC(C)(C)C3)cc1OC (stereo unspecified)
 : 13 | -1
> COc1ccc([N+](=O)[O-])cc1NC(=O)c1ccco1
 : -8 | 17
> CCC(C)NCCOCCOc1ccc(Cl)c2ccccc12 (stereo unspecified)
 : 53* | -8.6*
> c1coc(-c2ccnc(-n3cccc3)n2)c1
 : 3 | 9
> CC(C)N1CCN(C(=O)c2ccc(NC(=O)c3ccc(Br)o3)cc2)CC1
 : -8 | -2
> [O-][n+]1onc2c1CCc1nnc(-c3ccccc3)cc1-2
 : 10 | -9

Continuation:
SMILES | TAG inh | TAG inh DAPI viability
Cc1cccc(C)c1NC(=O)NCCCN1CCN(c2ccccc2)CC1 | -4 | 5
Cc1noc(C)c1C(=O)OCC(=O)Nc1ccccc1Oc1ccccc1 | 0 | 0
CC(C)CN(CC(C)C)S(=O)(=O)N1CCC(C(=O)NCc2ccco2)CC1 | -4 | -8
COc1ccc(C2OC(=O)CC2C(=O)NCc2ccc(Cl)cc2)cc1OC (stereo unspecified) | -17 | 8
COc1cccc(/C=c2\sc3nc(-c4cccs4)nn3c2=O)c1OC | -58 | 2
CCOC(=O)c1ccccc1NC(=O)COC(=O)c1ccccc1C(=O)N(C)c1ccccc1 | -1 | 5
COc1ccc(C2CCCN2C(=O)Nc2ccc(C)c(C)c2)cc1OC (stereo unspecified) | -9 | -5
N/C(=N\N=C\c1ccco1)SC1CC(=O)N(c2ccc(C(=O)O)cc2)C1=O (stereo unspecified) | 15 | 0
Clc1ccc(-c2ncc3ccccn23)c(Cl)c1 | 4 | 4
COc1ccc(NC(=S)N2CCc3ccccc3C2)cc1OC | -20 | -5
Cc1nc2c(sc3nc(N4CCOCC4)c4c(c32)CC(C)(C)OC4)c(-c2ccc(Cl)cc2)c1C(=O)O | 13 | 6
CCOC(=O)CC(NC(=O)c1ccco1)c1ccc(C)cc1 (stereo unspecified) | -2 | 0

Not all compounds are listed; the hit share may differ from the screen's.
